PriA SSB inh: K. pneumoniae PriA-SSBct interaction inhibition. AID 1272365. inhibition, % at 33 µM. 0.6% of 430,000 active. AlphaScreen SSBct-PriA binding, biotinylated peptide; in the data active means inhibition mostly above about 37%, no sharp cut-off; inactive means mostly below about 20%;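 further: plate controls were negative control peptide for no effect and reference peptide for full effect; strong numbers were not always called active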
The depositor's hits bear a star; & = joins results of further samples; ! = repeats disagree.

#	Compound	PriA SSB inh
1	Cc1c(Cl)cccc1NC(=O)Cn1nc(C(=O)N2CCOCC2)cc1-c1cccs1	-3
2	CCc1nccn1CC1CCN(S(=O)(=O)c2cc(C)ccc2OC)CC1	0
3	CN(C)C=NC(=S)Nc1ccccc1F	-12
4	O=C(NN=Cc1ccc[nH]1)c1ccc(O)cc1	-5
5	COC(=O)NN=Cc1cn(CC(C)COc2ccccc2)c2ccccc12 (configuration not stated)	11
6	CCOc1cccc2c1OC(c1ccccn1)N1N=C(c3cccs3)CC21 (configuration not stated)	6
7	Clc1ccc(Sc2oc(C=Nn3cnnc3)cc2Br)cc1	-20
8	NC(=O)C1Cc2ccccc2N1C(=O)c1cccc(Br)c1 (configuration not stated)	-4&3
9	COC(=O)Nc1ccc2c(c1)N(C(=O)C(C)C)CCC2	7
10	O=C(Nc1ccc2c(c1)CN(C(=O)C1CC1)CC2)c1cc2ccccc2s1	-10
11	COc1ccc(C(=O)C2C(=O)N(c3ccccc3)N=C2c2ccccc2)c(OC)c1 (configuration not stated)	-10
12	C=CCOC(=O)C(C#N)c1nc2ccccc2nc1N1CCN(c2ccccc2)CC1 (configuration not stated)	5
13	O=C(CCn1cnc2c(cnn2-c2ccccc2)c1=O)N1CCN(C(=O)c2ccco2)CC1	-9
14	COc1ccc(F)cc1S(=O)(=O)NCCn1ncccc1=O	-9&-8
15	O=C(c1c(F)cccc1F)N1CCC(Oc2cnccn2)CC1	-7
16	CCOC(=O)Nc1cc(C2CC2)nn1-c1nc2c(c(=O)[nH]1)CCCC2	-1
17	CC(C)(C)c1cc(C(=O)NN=Cc2ccc(-c3ccccc3[N+](=O)[O-])o2)n[nH]1	26
18	COc1ccc(S(=O)(=O)CCC(=O)Nc2nnc(-c3cc(C)nn3C)o2)cc1	3
19	CCC(=O)N1CCCc2ccc(NS(=O)(=O)CCc3ccc(OC)cc3)cc21	9
20	Cc1cn2nc(C(=O)NCCc3ccccn3)cc2c(=O)[nH]1	-16

Along the list, as entered above.
PriA SSB inh for nos. 11–20 → -10, 5, -9, -9&-8, -7, -1, 26, 3, 9, -16

(continued)
#	Compound	PriA SSB inh
21	Cc1ccc(-n2c(C)nc3ccc(NC(=O)CNC(=O)c4ccccc4)cc3c2=O)cc1	-20&4
22	CCOC(=O)c1sc(NC(=O)c2cccs2)c(C#N)c1C	-6&1
23	CCOC(=O)C(=NNc1cc(Cl)ccc1Cl)N1CCN(C)CC1	12
24	C=C1[C@@H]2CC[C@H]3[C@]4(C)C[C@H](O[C@H]5O[C@H](CO)[C@@H](OS(=O)(=O)O)[C@H](OS(=O)(=O)O)[C@H]5OC(=O)CC(C)C)C[C@@H](C(=O)O)[C@H]4CC[C@]3(C2)[C@H]1O	-12
25	COc1ccccc1-n1c(O)c(C=NN2CCCCC2)c(=O)n(-c2ccccc2OC)c1=S	2
26	Cc1ccc(CN2CCN(N=Cc3cccc([N+](=O)[O-])c3)CC2)cc1	13
27	COc1cccc2sc(NNC(=O)c3cc(-c4cccs4)nc4ccccc34)nc12	14
28	COc1cc(C(=O)Nc2nc(C(C)(C)C)cs2)cc(OC)c1OC	-18&11
29	COc1ccc(C(C)=NNC(=S)NCc2ccco2)cc1	27
30	CN(c1ccccc1)S(=O)(=O)c1ccc(NC(=S)NC(=O)/C=C/c2cccs2)cc1	-14

Reprinted from the part before: 6 compounds, then new ones.
#	Compound	PriA SSB inh
25	COc1ccccc1-n1c(O)c(C=NN2CCCCC2)c(=O)n(-c2ccccc2OC)c1=S	2
26	Cc1ccc(CN2CCN(N=Cc3cccc([N+](=O)[O-])c3)CC2)cc1	13
27	COc1cccc2sc(NNC(=O)c3cc(-c4cccs4)nc4ccccc34)nc12	14
28	COc1cc(C(=O)Nc2nc(C(C)(C)C)cs2)cc(OC)c1OC	-18&11
29	COc1ccc(C(C)=NNC(=S)NCc2ccco2)cc1	27
30	CN(c1ccccc1)S(=O)(=O)c1ccc(NC(=S)NC(=O)/C=C/c2cccs2)cc1	-14
31	COC(=O)c1ccc2c(=O)n(CCCC(=O)NC3CCCCC3)c(=S)[nH]c2c1	11
32	CC(=O)N1N=C(c2ccc3c(c2)OCO3)C[C@H]1c1ccccc1C	1
33	COc1cn(CC(=O)Nc2cccc(C)c2C)c(CSc2nncn2C)cc1=O	-4
34	O=C(NN=C1CCS(=O)(=O)c2ccc(F)cc21)c1ccc(O)cc1	-15
35	Cc1ccc(-c2ccc(=O)n(CCCC(=O)Nc3ccc(Cl)cc3Cl)n2)cc1	-3
36	CC1(C)OC2OC(C(=O)O)C3OC(C)(C)OC3C2O1 (configuration not stated)	-7
37	COCc1cc(C)nc(OCC(=O)NN=Cc2cc(C)n(-c3cccc(C(F)(F)F)c3)c2C)c1C#N	13
38	CN1CCc2cc(C(CNC(=O)Nc3cccs3)N3CCOCC3)ccc21 (configuration not stated)	20
39	COc1ccc(Cl)cc1NC(=O)N1CCCC(c2nnc(-c3cccs3)o2)C1 (configuration not stated)	-4
40	Cc1cs/c(=N/N=C\c2cccc([N+](=O)[O-])c2)n1Cc1ccco1	14
41	CCN(CC)S(=O)(=O)c1cccc(C(=O)NN=C(C)c2cccs2)c1	-2
42	O=C(c1cccc(Br)c1)N1CC[C@H](n2ccnn2)C1	-12
43	CCSC1=NCCN1S(C)(=O)=O	-3
44	COc1ccc(C(=O)CSc2nc(C3CC3)nc3c2c(=O)n(C)c(=O)n3C)cc1	-15
45	O=C(Nc1nc(-c2ccc(F)cc2)cs1)c1cccc(Cl)c1	7
46	Cc1cc(C)n(CCN2CCCN(C(=O)C3CC=CCC3)CC2)n1 (configuration not stated)	-3
47	O=C(Nc1ccc(Cl)c2ncsc12)c1ccccc1F	-3
48	CN1CCCc2cc(C(CNC(=O)C(C)(C)C)N3CCOCC3)ccc21 (configuration not stated)	5
49	Cc1cc(NC(=O)C(=O)c2c[nH]c3ccccc23)n(-c2nc(-c3cccs3)cs2)n1	-6
50	COc1cc(C=NNC(=O)c2cccc3ccccc23)cc(OC)c1O	-26

Gathered by group: those above with a cyano group (three)
#	Compound	PriA SSB inh
12	C=CCOC(=O)C(C#N)c1nc2ccccc2nc1N1CCN(c2ccccc2)CC1 (configuration not stated)	5
22	CCOC(=O)c1sc(NC(=O)c2cccs2)c(C#N)c1C	-6&1
37	COCc1cc(C)nc(OCC(=O)NN=Cc2cc(C)n(-c3cccc(C(F)(F)F)c3)c2C)c1C#N	13

(list continues)
#	Compound	PriA SSB inh
51	Cc1cc(Br)cc(C)c1OCC(=O)Nc1ccc2c(c1)OCCO2	-25
52	N#Cc1ccc(Cl)cc1NC(=O)C(=O)NC1CC1	-9
53	O=C1COc2ccccc2N1Cc1nc(-c2cccc(Br)c2)no1	-21
54	CCOC(=O)Cc1csc(NC(=O)C(c2ccccc2)c2ccccc2)n1	7
55	CCOC(=O)c1c(NC(=S)Nc2c(C)n(C)n(-c3ccccc3)c2=O)sc2c1CCCC2	-5
56	O=C(Cn1nc(-c2ccco2)c2sc(N3CCOCC3)nc2c1=O)N1CCc2ccccc21	5
57	CSc1sc(C#N)c2c1C(=NO)CCC2	-6
58	Cc1nnc(C2CCN(S(=O)(=O)c3ccc(Br)s3)CC2)s1	-6
59	O=C1CSC(=Nc2cccc3ccccc23)N1	-5
60	CC(=O)Nc1ccc(S(=O)(=O)N(C)CC(=O)NN=Cc2ccncc2)cc1	3
61	Cn1cccc(C(=O)NCC(O)c2csc3ccccc23)c1=O (configuration not stated)	-3
62	COc1ccc(S(=O)(=O)C(CNC(=O)c2cc(OC)c(OC)c(OC)c2)c2ccco2)cc1 (configuration not stated)	-1
63	Cc1nc(C(=O)Nc2nc3ccccc3s2)cc(-n2cccn2)n1	-1
64	Cc1ccc([C@H](O)c2cccnc2)o1	2
65	CSCCC(C)(O)CNC(=O)CCS(=O)(=O)c1ccccc1 (configuration not stated)	7
66	O=C(c1ccc2nsnc2c1)N(CC(F)(F)F)C1CCOCC1	-2
67	Cc1cc(Cl)cc2sc(N(Cc3ccccn3)C(=O)CCc3ccccc3)nc12	-22
68	O=S(=O)(c1cccnc1)N1CCC(c2nnc(-c3ccco3)o2)CC1	-5
69	Cn1c(C(F)(F)F)nn(CCNC(=O)C2COc3ccccc3O2)c1=O (configuration not stated)	1
70	CC(=O)NCC(=O)NCc1nnc2ccc(-c3cccs3)nn12	-4
71	O=C(c1cccc(Cl)c1)N1CCN(c2nc3ccccc3s2)CC1	0
72	Cn1nc(CNC(=O)CSc2nc3ccccc3o2)c2ccccc2c1=O	-19
73	COc1ccc(-c2nc(CNC(=O)[C@H]3CCCN(c4ccc(=O)n(C)n4)C3)cs2)cc1	-10
74	CCn1cc(C(=O)Nc2ccc(Br)cc2F)c(=O)c2ccc(C)nc21	-4
75	CCS(=O)(=O)Nc1cccc(C2=NN(S(=O)(=O)CC)C(c3cccc([N+](=O)[O-])c3)C2)c1 (configuration not stated)	2
76	Cc1ccc(-n2nnc(C(=O)OCc3nc(-c4ccc(OC(C)C)cc4)oc3C)c2C)cc1C	-2
77	O=C(NCc1ccncc1)c1ccc(N2CCCCS2(=O)=O)cc1	1
78	COc1ccc(NC(=O)Cn2c(N3CCOCC3)nc(C)cc2=O)cc1F	-7
79	O=C(Nc1cccc(Cl)c1Cl)c1cnc2sccn2c1=O	-12
80	O=C(CNc1cccc([N+](=O)[O-])c1)NN=Cc1ccc([N+](=O)[O-])o1	-3
81	O=S(=O)(c1cccnc1)N1CCN(c2ccc(-c3ccc(F)cc3)nn2)CC1	-14
82	C=CCn1c(SCC(=O)Nc2nsc(-c3ccccc3C)n2)nc2sc3c(c2c1=O)CC[C@H](C)C3	-4
83	CCOC(=O)c1oc2ccccc2c1NC(=O)CSCc1ccccc1	-48&-4
84	Cc1cccc(C(=O)Nc2nnc(-c3ccc(Br)cc3)o2)c1	-4
85	CC(=O)Nc1ccc(S(=O)(=O)N=C2C(=O)c3ccccc3C([O-])=C2n2cc[n+](-c3ccccn3)c2)cc1	2
86	COc1ccc(CCS(=O)(=O)NCC(c2ccsc2)N2CCCC2)cc1 (configuration not stated)	-19
87	O=C(CCc1ccc(Cl)c(C(F)(F)F)c1)N1CCc2ncncc2C1	0
88	O=C(Nc1ccc(C(F)(F)F)cc1)C1CCN(c2ccc(-c3cccs3)nn2)CC1	-21&-7
89	Cc1nc(-c2ccccc2F)sc1CNC(=O)CCn1cnc2ccccc2c1=O	-7
90	O=C(c1cccc2c1-c1ccccc1C2=NO)N1CCCCC1	2
91	Cc1ccc(C)c2sc(N(Cc3cccnc3)C(=O)Cc3ccc(F)cc3)nc12	-3
92	O=S(=O)(c1ccc(Cl)cc1)N1CCC2(CC1)OCCN2S(=O)(=O)c1ccccc1	-12
93	CCc1ccccc1NC(=O)NCCOc1cc(N2CCN(C)CC2)ncn1	-10&1
94	CCOc1cccc(-c2cc(C(=O)NN=Cc3ccc(OC)c(CN4CCOCC4)c3)c3ccccc3n2)c1	12
95	Cc1nc2c(ccc3nc(NC(=O)CSCc4ccccc4)sc32)s1	6
96	Cc1ccc(-n2[nH]c(C)c(C=NNc3ccc([N+](=O)[O-])cc3[N+](=O)[O-])c2=O)cc1C	-5
97	COc1cccc(C=NNC(=O)CN(C2=NS(=O)(=O)c3ccccc32)c2ccccc2)c1	-7
98	O=C(NCCOc1ccc2nnc(-c3cccc(F)c3)n2n1)Nc1ccc2c(c1)OCO2	-3
99	O=C(NNc1nc2c(Cl)cccc2s1)c1ccccc1F	-13
100	Cc1ccc(-c2cc(C(=O)NCc3cccnc3)c(C)o2)cc1	7

Two compounds picked at random from the list so far, as already listed:
#	Compound	PriA SSB inh
93	CCc1ccccc1NC(=O)NCCOc1cc(N2CCN(C)CC2)ncn1	-10&1
100	Cc1ccc(-c2cc(C(=O)NCc3cccnc3)c(C)o2)cc1	7

More entries:
#	Compound	PriA SSB inh
101	O=C(CCc1ccccc1)N1CCN(Cc2nncn2C2CCCCC2)CC1	-4
102	Cc1ccc(Cl)cc1NC(=O)CN1CCN(c2ccccc2F)CC1	-11
103	Cc1cc(O)c(C(c2cccnc2)c2c(O)cc(C)[nH]c2=O)c(=O)[nH]1	-9
104	CCN1C(=O)c2cc(NS(=O)(=O)c3ccc(OC)c(Cl)c3)ccc2Oc2ccccc21	36
105	CC1(C)Cc2cccc(OCC(=O)Nc3nc4c(s3)C(=O)NCCC4)c2O1	-6
106	COC1(CNC(=O)C(=O)Nc2cc(C)on2)CCSC1 (configuration not stated)	10
107	O=C(N1CC(n2cc(-c3ccccc3)nn2)C1)C1(c2cccs2)CCCC1	-19
108	COc1ccc(S(=O)(=O)CCCC(=O)Nc2nc3cc4c(cc3s2)OCO4)cc1	-6
109	Cc1cc(NC(=O)c2cc(Cl)sc2Cl)on1	-10
110	Cc1cccc(S(=O)(=O)NCC2(c3cccs3)CCCC2)c1	-19
111	CCC(=O)NC(=Nc1nc(C)cc(C)n1)Nc1ccc(C)cc1	-19
112	Cc1cc(C(=O)N2CCS[C@H](c3ccco3)CC2)c(C)o1	-3
113	Cc1ccc(Nc2nc(NCc3ccccn3)nc3[nH]ncc23)cc1C	1
114	O=C(c1cnccn1)N1CC(C(=O)N2CCN(c3cccc(C(F)(F)F)c3)CC2)C1	-19
115	Cc1oc2cc(OCc3c(F)c(F)c(F)c(F)c3F)ccc2c(=O)c1Oc1ccccc1	10
116	Cc1onc(-c2ccccc2Cl)c1C(=O)NCC(O)c1cccn1C (configuration not stated)	-19
117	COc1ccc(C(=O)Nc2nc(-c3ccccn3)cs2)cc1OC	114*
118	CCC(=O)Nc1ccc(S(=O)(=O)NCCn2nc(-c3ccco3)ccc2=O)cc1	-8
119	CCC(C)c1ccccc1OCC(O)CN1CCN(CCN2C(=O)c3cccc4cccc(c34)C2=O)CC1 (configuration not stated)	46*!
120	COc1ccc(C(=O)NCC(=O)NN=Cc2ccc(C)o2)cc1OC	-1
121	CS(=O)(=O)c1ccc(C(=O)Nc2nc(-c3ccccn3)cs2)cc1	75*

Screens: PubChem BioAssay, Small Molecule Screening Facility, UW Madison

Some of the compounds tested, so the mix of outcomes need not match the whole.
